G9a block = blocks human histone lysine methyltransferase G9a; Potency, µM (doses to about 102 µM), for inactives: at the top dose activity, negative = inhibition, most hits filed as inhibitors; G9a H3K9 monomethylation, AlphaScreen, 2 h; hit rate 8.8% among 350,000; note: potency is the fitted concentration of half-maximal effect; % is set by controls: 0 for no effect and ±100 for the full control effect; nearly all actives have a fitted effect of over 75% in size
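Signal arises when biotinylated H3K9 peptide, once monomethylated, bridges streptavidin donor and antibody-captured acceptor beads. Enzyme at 20 nM was preincubated 15 min with test compounds; peptide 500 nM and SAM 20 uM then reacted for 2 h.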
BAZ2B block = blocks human BAZ2B. AlphaScreen BAZ2B-H3K14Ac peptide displacement. Potency, µM (top dose mostly 114 µM), inactives show top-dose activity change, negative = inhibition, usual class: inhibitors. hit rate 4.4% among 360,000; note: potency is the fitted concentration of half-maximal effect; % is set by controls: 0 for no effect and ±100 for the full control effect; nearly all actives have a fitted effect of over 60% in size
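AlphaScreen luminescence quantifies BAZ2B engagement of H3K14Ac peptide; the protein and biotinylated peptide are both at 50 nM final, buffer PBS pH 7.4 with 0.01% Tween-20, all steps at room temperature.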
GLS inhibitor = inhibitors of human glutaminase (GLS) | GLS enzymatic activity, qHTS titration | Potency, µM (highest dose often 45.5 µM), inactives show top-dose activity change, negative = inhibition, actives largely listed as inhibitors | hit rate 0.21% among 410,000; note: potency is the fitted concentration of half-maximal effect; % is set by controls: 0 for no effect and ±100 for the full control effect
Target sequence (O94925 whole entry, looked up): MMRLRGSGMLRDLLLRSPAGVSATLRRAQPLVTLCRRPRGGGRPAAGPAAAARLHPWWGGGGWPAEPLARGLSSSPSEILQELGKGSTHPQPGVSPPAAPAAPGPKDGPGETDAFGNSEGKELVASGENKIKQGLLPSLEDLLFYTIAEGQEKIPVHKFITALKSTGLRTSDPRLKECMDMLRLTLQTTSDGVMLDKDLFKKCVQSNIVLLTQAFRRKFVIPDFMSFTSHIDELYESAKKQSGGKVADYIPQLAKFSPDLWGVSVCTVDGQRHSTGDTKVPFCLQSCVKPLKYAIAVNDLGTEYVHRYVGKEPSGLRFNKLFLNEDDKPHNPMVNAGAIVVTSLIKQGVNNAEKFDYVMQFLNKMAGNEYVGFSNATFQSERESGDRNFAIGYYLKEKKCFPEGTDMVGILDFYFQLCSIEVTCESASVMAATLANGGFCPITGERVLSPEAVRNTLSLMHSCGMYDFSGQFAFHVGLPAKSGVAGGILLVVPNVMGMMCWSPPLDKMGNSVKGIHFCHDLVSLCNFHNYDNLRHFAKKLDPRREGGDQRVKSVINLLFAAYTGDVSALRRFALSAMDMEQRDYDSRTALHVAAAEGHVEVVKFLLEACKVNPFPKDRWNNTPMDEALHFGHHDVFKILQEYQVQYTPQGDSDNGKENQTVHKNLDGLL
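Assay buffer: 45 mM KH2PO4 pH 8.2, 0.02% Tween-20. hKGA acts on L-glutamine (1 mM solution added); product glutamate is reported by an oxidase/peroxidase Amplex Red coupling, with fluorescence taken at baseline and 30 min.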
HP1b binding inh = inhibitors of HP1-beta chromodomain binding to methylated histone tails. hit rate 0.56% among 390,000. Potency, µM (doses to about 114 µM), for inactives: top-dose activity change, negative = inhibition, actives largely listed as inhibitors. AlphaScreen HP1-beta / biotin-H3K9me3 peptide binding. AID 540317. P83916; note: potency is the fitted concentration of half-maximal effect; nearly all actives have a fitted effect of over 70% in size; inactives centre near 23
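Compound inhibition of the preformed complex between 50 nM HP1-beta and 50 nM biotinylated H3K9me3 peptide was read by AlphaScreen. Buffer was PBS pH 7.4 with 0.01% Tween-20. Incubations ran 30 min at room temperature, with 10 ug/mL donor/acceptor beads.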
Pin1 inh = inhibitors of human Pin1 | Potency, µM (titrated, usually from 115 µM), for the others: at the top dose activity, negative = inhibition, hits mostly inhibitors | Pin1 FP peptide displacement, HiFluor488, 10 min | Q13526 | hit rate 0.009% among 390,000; active = well fitted inhibition curve with a large enough effect in the polarisation, with a control signal flat, not every such curve was filed as active; inconclusive = small, poorly fitted or top-dose-only effect, or effect the other way, or a change in a side signal; inactive = no such curve, though single readings can be large or run the other way; the % refers to the polarisation; note: potency is the fitted concentration of half-maximal effect; % is set by controls: 0 for no effect and ±100 for the full control effect
PGK inhibitor = inhibitors of T. brucei phosphoglycerate kinase; P07378; PGK/GAPDH coupled, Kinase-Glo luminescence, 60 min; Potency, µM (doses to about 57.5 µM), for inactives: at the highest dose activity change, negative = inhibition, hits mostly inhibitors; hit rate 0.043% among 380,000; note: potency is the fitted concentration of half-maximal effect; % is set by controls: 0 for no effect and ±100 for the full control effect; nearly all actives have a fitted effect of over 60% in size
Target sequence (P07378 whole entry, looked up): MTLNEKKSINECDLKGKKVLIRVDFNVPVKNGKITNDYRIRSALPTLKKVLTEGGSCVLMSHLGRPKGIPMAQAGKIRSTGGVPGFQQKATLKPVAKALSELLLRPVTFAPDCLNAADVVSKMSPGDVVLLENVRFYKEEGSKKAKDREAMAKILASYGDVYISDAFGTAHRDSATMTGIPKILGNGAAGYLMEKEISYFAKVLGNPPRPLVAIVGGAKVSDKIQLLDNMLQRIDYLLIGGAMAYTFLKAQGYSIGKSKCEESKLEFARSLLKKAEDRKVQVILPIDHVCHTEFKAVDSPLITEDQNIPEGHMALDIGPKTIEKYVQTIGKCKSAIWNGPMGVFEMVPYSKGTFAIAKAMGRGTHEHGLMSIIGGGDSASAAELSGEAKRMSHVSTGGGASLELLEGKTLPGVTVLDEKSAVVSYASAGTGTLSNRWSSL
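Recombinant glycosomal PGK reaction used 1,3-bisphosphoglycerate generated in-well by GAPDH (100nM final) in 100mM TEA pH 7.6, 5mM MgCl2, 0.01% Tween-20. After 60 minutes at room temperature, ATP was read by Kinase-Glo Plus luminescence end-point.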
PI4K2A inh = inhibitors of human PI4K2A; Q9BTU6; purified PI4K2A, ADP-Glo luminescence, 1 h; stronger effect = lower value; activity change, negative = inhibition, % at 76.9 µM; hit rate 0.13% among 420,000; in the data active = activity change below about -50%; inconclusive = mostly about -30% to -49%;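 note: -100% = wells without enzyme as full effect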
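Compounds are screened against recombinant PI4K2A using PI as substrate and ATP, the latter dispensed at 300 microM. Reactions run one hour at ambient temperature before ADP-Glo detection; full inhibition defined by wells lacking enzyme.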
JMJD2A Tudor = JMJD2A Tudor domain (human) inhibition | O75164 | AID 504339 | Potency, µM (titrated, usually from 114 µM), inactives show at the highest dose activity change, negative = inhibition, hits mostly inhibitors | hit rate 4.4% among 390,000 | AlphaScreen JMJD2A-Tudor / H3K4me3 peptide binding; note: potency is the fitted concentration of half-maximal effect; % is set by controls: 0 for no effect and ±100 for the full control effect; nearly all actives have a fitted effect of over 50% in size
ERG-DNA inh = inhibitors of human ERG Ets domain-DNA interaction | P11308 | fluorescence polarization, His-ERG Ets domain / labelled DNA | Potency, µM (titrated, usually from 76.9 µM), inactives show top-dose FP activity, negative = inhibition, most hits filed as inhibitors | hit rate 0.028% among 370,000 | AID 624246; active = well fitted inhibition curve with a large enough effect in the polarisation, with a control signal flat; inconclusive = small, poorly fitted or top-dose-only effect, or effect the other way, or a change in a side signal; inactive = no such curve, though single readings can be large or run the other way; the % refers to the polarisation;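 note: polarization taken with two DNA probes labelled with fluorescein and Texas red; potency is the fitted concentration of half-maximal effect; % of control where 0% means no effect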
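His-tagged ERG Ets domain (1 uM in the protein solution; 300mM KCl, 50mM Tris-HCl, 1mM EDTA, 1mM DTT, pH 7.5) received compound, then a probe mix of 5 nM fluorescein-DNA and 100nM Texas-615-DNA. Fluorescence polarization was read for both dyes.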
* marks the source's active call; other numbers are inactive results; i = inactive; ? = inconclusive; · = no result given; [ ] = another dose, or the depositor's remark. Unless noted, calls come from the whole dose curve; as a rule, active = well fitted curve in the direction sought with a large enough effect; inconclusive = small, poorly fitted or top-dose-only effect, or another doubt; inactive = no such curve, though single readings can be large; an effect the other way counts as inactive or inconclusive. Not a hit list; overall some 11% were active at least once.

nr	SMILES	G9a block	BAZ2B block	GLS inhibitor	HP1b binding inh	Pin1 inh	PGK inhibitor	PI4K2A inh	JMJD2A Tudor	ERG-DNA inh
1	CN(NS(=O)(=O)c1ccccc1)C(=O)c1ccccc1	·	·	-13%	7%	-1%	-6%	2	-14%	17%
2	CCNc1nc(NCC)n2c(SCC(=O)Nc3c(C)cccc3C)nnc2n1	13%[0.501 µM]	-5%	-14%	16%	-1%	-11%	0	-12%	3%
3	O=C(O)CCc1nnc(SCC(=O)Nc2cccc(C(F)(F)F)c2)[nH]c1=O	4%	9%	20%	28%	0%	3%	-3	8%	5%
4	CC(=O)c1cn(-c2ccc(Cl)cc2)c(=O)n(Cc2ccc(Br)cc2)c1=O	7%	-15%	0%	0%	-5%	0%	-1	-10%	-11%
5	CCN(CC)CCn1cnc2c1c(=O)n(CCOC(=O)c1cc(OC)c(OC)c(OC)c1)c(=O)n2C	?	-10%	5%	36%	1%	0%	0	12%	-2%
6	Nc1c(-c2ccccc2)cnn1-c1ccccc1	2%	1%	3%	18%	5%	-18%	?	-9%	0%
7	CCOC(=O)c1ccc(N2Cc3ccccc3C2=N)cc1	6%	13%	1%	48%	?	i	5	9%	5%
8	O=[N+]([O-])c1ccccc1CN1CCN(S(=O)(=O)Cc2ccccc2)CC1	·	45µM*	7%	?	0%	-5%	1	0.79µM*	5%
9	CN(CC(=O)Nc1ccc(N2CCOCC2)cc1)C(=O)CSc1ccccc1F	?	2%	35%[activator]	36%	4%	i	-3	-13%	0%
10	c1ccc(CN2CCOCCOCCOCCOCCOCCOCC2)cc1	16%	-3%	2%	71%[activator]	-5%	-3%	5	10%	-10%
11	COC(=O)C1(C)NC(c2ccc(O)cc2)C2C(=O)N(c3ccc(F)cc3)C(=O)C21 (stereo not drawn)	·	17%	20%	25%	-1%	1%	2	-11%	-3%
12	Cc1nnc(SCc2nc3sc(C(=O)O)c(C)c3c(=O)[nH]2)s1	·	-38%	30%[activator]	3%	8%	-7%	-3	32µM*	-3%

More entries.
nr	SMILES	G9a block	BAZ2B block	GLS inhibitor	HP1b binding inh	Pin1 inh	PGK inhibitor	PI4K2A inh	JMJD2A Tudor	ERG-DNA inh
13	CCn1cc(S(=O)(=O)Nc2ccc3c(c2)OCCO3)cn1	6%	-1%	25%	-4%	-6%	0%	-1	-20%	-18%
14	COc1ccc(-c2nnc3c4ccccc4c(C)nn23)cc1S(=O)(=O)N1CCN(CCO)CC1	5%[59 µM]	-6%	1%	-5%	-6%	-2%	-14	-27%	-5%
15	CCc1cccc(C)c1Nc1c(-c2ccc(N3CCOCC3)cc2)nc2ncccn12	10µM*	28µM*	-18%	?	?	i	-4	40µM*	1%
16	CC(C)(C)[C@@H]1COC(=O)[C@@H](Cc2ccc(F)cc2)C/C=C\C[C@H](CC(=O)N(CCO)Cc2ccccc2)C(=O)N1	·	·	1%	12%	0%	-1%	-4	-28%	-10%
17	COc1ccccc1N1CCN(C(=O)c2cc(-c3ccc4c(c3)OCO4)on2)CC1	-42%	-1%	3%	20%	0%	i	5	-22%	6%
18	CCOC(=O)C1CCCN(c2nc3ccccc3nc2C(C#N)C(=O)OC(C)C)C1 (stereo not drawn)	7%[59 µM]	-6%	8%	28%	?	-6%	-1	-9%	-1%
19	O=C(CSc1nnc(-c2ccc3c(c2)OCO3)o1)Oc1ccccc1	?	0%	1%	29%	-4%	-4%	-1	-4%	4%
20	Cc1ccc(C)c(NC(=O)Cn2nc(C)c3ccccc3c2=O)c1	-28%[12.7 µM]	-7%	4%	-1%	9%	3%	-2	-2%	3%
21	Oc1ccc(Nc2ncnc3ccccc23)cc1	7%[59 µM]	-35%	5%	35%	1%	0%	-8	-10%	15%
22	O=C(NCc1ccccc1Cl)C1CCCO1 (stereo not drawn)	-4%	-5%	1%	33%	-1%	7%	2	-10%	-2%
23	CC(C)NC(=O)c1cc2cc(Br)ccc2oc1=O	-23%	-2%	4%	12%	8%	0%	4	-12%	2%
24	CCOC(=O)c1c(C)[nH]c(C)c1S(=O)(=O)NCC(=O)N1CCN(c2ccccc2OC)CC1	-1%[59 µM]	-27%	7%	31%	-5%	i	3	-6%	-1%

Next part.
nr	SMILES	G9a block	BAZ2B block	GLS inhibitor	HP1b binding inh	Pin1 inh	PGK inhibitor	PI4K2A inh	JMJD2A Tudor	ERG-DNA inh
25	COC(=O)COc1ccc(S(=O)(=O)NCc2ccccn2)cc1	·	-4%	-1%	0%	1%	-5%	-12	-8%	-2%
26	CC(C)CC(NC(=O)C1CCC(C)CC1)C(=O)Nc1cccnc1 (stereo not drawn)	17%[59 µM]	6%	0%	45%[activator]	1%	7%	-1	0%	0%
27	CCOc1ccc(N(CC)S(=O)(=O)N2CCCC(C(=O)Nc3ccc(OC)c(Cl)c3)C2)cc1 (stereo not drawn)	1%[59 µM]	-12%	0%	37%	15%	-14%	-1	-13%	2%
28	COCCn1c(-c2cccs2)nc2nc3ccccc3nc21	·	1%	0%	46%[activator]	1%	-2%	-4	-3%	-8%
29	Cn1cnc2c(cnn2C)c1=O	·	·	0%	12%[57 µM]	0%	-5%	-1	-12%	7%
30	CC(=O)C1C(c2cn(-c3ccccc3)nc2-c2cccs2)NC(=O)NC1(O)C(F)(F)F (stereo not drawn)	5%[59 µM]	5%	0%	20%	16%	i	-7	-12%	·
31	CCCCn1c(=O)c(C(=O)OCC)c(O)c2ccccc21	?	?	8%	33%	6%	4%	-5	-8%	5%
32	CCN1CCN(C(=O)CCc2nnc3ccc(N4CCN(c5cccc(OC)c5)CC4)nn23)CC1	?	?	42%[activator]	41%[activator]	-8%	-11%	-2	9%	-15%
33	COc1ccc(C(=O)CSc2nc(C)cc(=O)[nH]2)cc1	25µM*	4%	11%	24%	5%	-3%	8	-1%	3%
34	Cc1ccccc1-c1ncc(CN2CCC(CO)(CCCc3ccccc3)CC2)cn1	·	-11%	12%	34%	-6%	7%	0	-26%	0%
35	O=C(Oc1cccc(F)c1)c1ccc2c(=O)n3c(nc2c1)CCC3	?	-3%	1%	51%	2%	-4%	-10	-11%	·
36	Cc1cc(C)cc(C(=O)NCC(=O)OCC(=O)Nc2ccc(C)cc2Br)c1	-18%	-3%	-7%	44%[activator]	-9%	i	6	4%	2%

Quoted from above: entries 18–26
nr	SMILES	G9a block	BAZ2B block	GLS inhibitor	HP1b binding inh	Pin1 inh	PGK inhibitor	PI4K2A inh	JMJD2A Tudor	ERG-DNA inh
18	CCOC(=O)C1CCCN(c2nc3ccccc3nc2C(C#N)C(=O)OC(C)C)C1 (stereo not drawn)	7%[59 µM]	-6%	8%	28%	?	-6%	-1	-9%	-1%
19	O=C(CSc1nnc(-c2ccc3c(c2)OCO3)o1)Oc1ccccc1	?	0%	1%	29%	-4%	-4%	-1	-4%	4%
20	Cc1ccc(C)c(NC(=O)Cn2nc(C)c3ccccc3c2=O)c1	-28%[12.7 µM]	-7%	4%	-1%	9%	3%	-2	-2%	3%
21	Oc1ccc(Nc2ncnc3ccccc23)cc1	7%[59 µM]	-35%	5%	35%	1%	0%	-8	-10%	15%
22	O=C(NCc1ccccc1Cl)C1CCCO1 (stereo not drawn)	-4%	-5%	1%	33%	-1%	7%	2	-10%	-2%
23	CC(C)NC(=O)c1cc2cc(Br)ccc2oc1=O	-23%	-2%	4%	12%	8%	0%	4	-12%	2%
24	CCOC(=O)c1c(C)[nH]c(C)c1S(=O)(=O)NCC(=O)N1CCN(c2ccccc2OC)CC1	-1%[59 µM]	-27%	7%	31%	-5%	i	3	-6%	-1%
25	COC(=O)COc1ccc(S(=O)(=O)NCc2ccccn2)cc1	·	-4%	-1%	0%	1%	-5%	-12	-8%	-2%
26	CC(C)CC(NC(=O)C1CCC(C)CC1)C(=O)Nc1cccnc1 (stereo not drawn)	17%[59 µM]	6%	0%	45%[activator]	1%	7%	-1	0%	0%

The results go on.
nr	SMILES	G9a block	BAZ2B block	GLS inhibitor	HP1b binding inh	Pin1 inh	PGK inhibitor	PI4K2A inh	JMJD2A Tudor	ERG-DNA inh
37	O=C(Cc1ccc(F)cc1)OCn1nnc2ccccc2c1=O	18%	6%	1%	75%[activator]	-8%	-1%	-3	-1%	16%
38	COCCNC(=O)C1CCN(S(=O)(=O)c2ccc3c(c2)CCCN3C(C)=O)CC1	7%[59 µM]	3%	-2%	27%[57 µM]	?	4%	0	3%	1%
39	CCCOc1ccc(CNC(=O)c2ccc(-n3c(C)cc4c3CCC(C)C4)cc2)cc1 (stereo not drawn)	-31%[59 µM]	-35%	-3%	-24%	6%	i	2	?	-1%
40	O=S(=O)(c1ccccc1)N1CCCCC1CCc1ccccc1 (stereo not drawn)	·	·	-4%	154%[activator]	6%	4%	5	111%[activator]	7%
41	COc1ccccc1NC(=O)c1cc(S(=O)(=O)NCCC2=CCCCC2)ccc1F	2%[59 µM]	8%	3%	43%	10%	6%	-3	-6%	1%
42	O=[N+]([O-])c1ccc(CN2CCN(c3nc4ccccc4s3)CC2)cc1	-17%	?	11%	-17%	-3%	-14%	-4	-5%	18%
43	Cc1ccc(CCS(=O)(=O)c2ccc(C(C)(C)C)cc2)cn1	·	8%	-4%	34%	-6%	8%	-3	-5%	-1%
44	Cc1cccc2c1cnn2C(=O)CCC(=O)NC1CCCCC1	·	7%	0%	30%	0%	2%	-4	2%	7%
45	CCc1nnc(NC(=O)c2sc3nc4c(cc3c2N)CCCCCC4)s1	45µM*	-12%	-6%	-4%	23%	0%	3	-25%	0%
